# High-throughput results from PubChem.
# TNF death inh – TNF-alpha cell death inhibition in Jurkat FADD-/- cells | Jurkat FADD-/- TNF necroptosis rescue, ATP luminescence, 24 h; 0 = TNF only, 100 = no-TNF cells | activation (protection from cell death), % at 10 µM | hit rate 0.068% among 220,000 | AID 463075;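 active = activation, meaning protection from cell death, of at least 50% relative to plate controls; inactive = activation below 50%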;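 also: necroptosis triggered by 40 ng/mL TNF-alpha added together with compound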
# Runt-SMMHC FRET – blocks binding of human RUNX1 Runt domain to CBFb-SMMHC. Q01196+Q13951. Cerulean-Runt/Venus-CBFb-SMMHC FRET ratio 530/480, 1 h. inhibition, % at 20 µM. hit rate 0.74% among 220,000. AID 1434;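 active = mean inhibition across duplicate retests at 20 µM reaching about 50%, limit read from the data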;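 also: 0% = DMSO wells and 100% = wells with excess untagged CBFb-SMMHC; inhibitors lower the FRET ratio by blocking Runt binding to CBFb-SMMHC; some results filed as inactive read as strong as hits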
# EP2 antag – inhibitors of human EP2 prostaglandin E2 receptor. P43116. C6 glioma cells expressing human EP2, cAMP TR-FRET; cells stimulated with saturating PGE2. inhibition, % at 25 µM. hit rate 0.52% among 260,000. AID 1422;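 active = percent inhibition above 40 after rounding to a whole number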;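 also: rat C6 glioma host cells with rolipram phosphodiesterase inhibitor present; the protocol text gives 20 µM as final concentration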
# Hck Nef HTS – blocks Nef-activated human Hck kinase. Recombinant Hck-YEEI plus Nef, Z-Lyte FRET kinase assay. inhibition, % at 20 µM. P08631. hit rate 0.68% among 220,000;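 active = Hck-Nef kinase inhibition above about 50%, limit read from the data; inactive = inhibition below that limit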;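 also: 0% = DMSO with Hck plus Nef and 100% = Hck alone without Nef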
# EP2 modulator – modulators of human EP2 prostaglandin E2 receptor | EP2-expressing cells, cAMP HTRF FRET, PGE2 co-stimulation | induction, % at 25 µM | hit rate 0.83% among 260,000;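 active = compounds whose cAMP rise, as percent of the full-agonist control response, exceeds 60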;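 also: rat C6 glioma line stably carrying human EP2 under a CMV promoter; the protocol text gives 20 µM as final concentration; 100% = response of wells given 1 µM PGE2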
# L929 necroptosis – blocks zVAD induced death of L929 cells; hit rate 0.38% among 220,000; L929 zVAD necroptosis rescue, ATP luminescence, 24 h; with zVAD 60 µM; viability rescue, % at 10 µM;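 active = activation, scaled between plate controls, above about 75%, limit read from the data; inactive = activation under that limit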;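 also: 0% = zVAD with DMSO and 100% = DMSO alone without zVAD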
# Runt-CBFb FRET – inhibitors of human RUNX1 Runt domain binding to CBFb; Q01196+Q13951; Cerulean-Runt/Venus-CBFb FRET ratio 530/480, 1 h; inhibition, % at 20 µM; hit rate 0.46% among 220,000; AID 1496;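 active = inhibition over about 50% at 20 µM in the single-dose screen, limit read from the data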;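 also: 0% = DMSO wells and 100% = excess unlabeled CBFb competitor control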
#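 Doses: 20 µM compound in 1% DMSO | Material: Cerulean-labeled Runt domain protein | Amount: Each fluorescent fusion protein 100 nM | Schedule: Two 1 h room-temperature incubations shielded from light | Measured by: FRET fluorescence | Evaluation: Loss of energy transfer signal | Controls: Unlabeled CBFb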
# RBBP9 inhibitor – inhibitors of human serine hydrolase RBBP9. O75884. recombinant RBBP9, FP-Rh probe fluorescence polarization. inhibition, % at 7.94 µM. hit rate 0.2% among 220,000;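 active = inhibition above the campaign mean of all tested compounds plus 3 SD, cut at about 14% in these data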;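 also: plate controls were DMSO wells with RBBP9 for no effect and wells lacking RBBP9 protein for full effect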
#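 Test system: recombinant human RBBP9. Quantity: 2.5 µM RBBP9 dispensing solution, before mixing. Detection: FP readout at 525/598 nm. Reagent: Serine-hydrolase probe FP-Rh, 375 nM pre-mixing. Measure: % inhibition. Control set: DMSO-treated enzyme wells and wells lacking RBBP9. Buffer or medium: Tris-NaCl-Pluronic buffer, pH 8.0. Times: preincubation 30 min plus labeling 45 min at 25 °C.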
# PERK inhibitor – inhibitors of human PERK kinase; inhibition, % at 5.6 µM; CHO PERK-DD fusion, SEAP luminescence translation reporter; hit rate 0.17% among 220,000; Q9NZJ5; AID 1416;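 active = inhibition above the mean inhibition of all tested compounds plus 3 SD, set separately per screening campaign, cut at about 2.9% in these data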;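 also: PERK kinase domain activated by AP20187 dimerizer at 100 nM; 0% = DMSO with dimerizer and 100% = rapamycin at 8.4 µM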
# Target sequence (Q9NZJ5 whole entry, looked up, the tested form may be a part): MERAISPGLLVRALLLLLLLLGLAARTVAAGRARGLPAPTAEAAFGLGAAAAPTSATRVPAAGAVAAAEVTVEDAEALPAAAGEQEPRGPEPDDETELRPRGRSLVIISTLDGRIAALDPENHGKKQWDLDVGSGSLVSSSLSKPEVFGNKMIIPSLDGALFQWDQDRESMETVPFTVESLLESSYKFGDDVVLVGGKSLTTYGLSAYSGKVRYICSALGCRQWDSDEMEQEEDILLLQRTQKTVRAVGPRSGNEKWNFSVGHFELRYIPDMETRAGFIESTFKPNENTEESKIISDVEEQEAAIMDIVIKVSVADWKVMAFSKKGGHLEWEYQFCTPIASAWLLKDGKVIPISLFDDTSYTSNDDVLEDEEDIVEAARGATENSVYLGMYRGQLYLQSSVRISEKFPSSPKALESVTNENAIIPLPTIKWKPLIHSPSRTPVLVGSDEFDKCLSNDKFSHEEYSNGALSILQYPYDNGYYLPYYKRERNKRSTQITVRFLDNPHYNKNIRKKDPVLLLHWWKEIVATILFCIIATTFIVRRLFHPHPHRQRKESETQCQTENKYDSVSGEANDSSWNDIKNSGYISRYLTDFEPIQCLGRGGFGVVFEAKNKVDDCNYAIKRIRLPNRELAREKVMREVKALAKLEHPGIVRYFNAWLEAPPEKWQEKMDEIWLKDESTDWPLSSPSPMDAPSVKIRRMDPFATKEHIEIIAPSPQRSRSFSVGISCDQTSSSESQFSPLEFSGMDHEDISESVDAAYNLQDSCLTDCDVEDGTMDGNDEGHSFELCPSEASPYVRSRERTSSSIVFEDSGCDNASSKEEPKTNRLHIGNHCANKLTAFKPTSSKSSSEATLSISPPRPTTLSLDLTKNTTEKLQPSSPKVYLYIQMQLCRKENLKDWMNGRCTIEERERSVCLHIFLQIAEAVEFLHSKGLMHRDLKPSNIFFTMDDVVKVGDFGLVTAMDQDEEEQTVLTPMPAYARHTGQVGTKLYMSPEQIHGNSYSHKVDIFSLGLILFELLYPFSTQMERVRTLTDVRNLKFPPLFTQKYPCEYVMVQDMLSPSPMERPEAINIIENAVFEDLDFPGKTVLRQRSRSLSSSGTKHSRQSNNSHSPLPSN
# * = called active by the depositor; . = no result given; & = joins results of further samples. An excerpt; the hit share may differ from the screen's.
mol	TNF death inh	Runt-SMMHC FRET	EP2 antag	Hck Nef HTS	EP2 modulator	L929 necroptosis	Runt-CBFb FRET	RBBP9 inhibitor	PERK inhibitor
O=C(N/N=C/c1cc([N+](=O)[O-])ccc1O)C12CC3CC(CC(C3)C1)C2	-4.5	-1.7	9.0	24.4	-19.8	0.5	0.6	-9.2	0.4
CSc1nsc(/C=C/Nc2cccc(Cl)c2)c1C#N	0.6	-8.0	6.2	4.4	-2.2	0.3	-1.3	0.1	-0.6
COc1cc(/C=N/S(=O)(=O)CCc2ccccc2)cc(OC)c1O	0.7	1.2	9.2	3.6	23.7	0.0	2.3	-4.8	1.3
C=CCNCc1cccn1-c1sc2c(c1C#N)CCCC2	0.3	2.9	3.8	-1.9	2.3	-0.5	-0.4	4.8	-0.9
COCCNC(=O)C(c1ccco1)N(C(=O)Cn1nnc2ccccc21)c1cccc(C)c1C (stereo not given)	-1.8	0.7	8.4	0.6	-13.5	-0.4	0.5	-4.7	-0.6
N#Cc1c(NC(=O)COC(=O)c2ccc(S(=O)(=O)N3CCCC3)cc2)sc2c1CCCCC2	0.4	-0.5	13.0	1.6	16.0	1.7	3.7	-5.8	1.0
Cc1onc(-c2c(Cl)cccc2Cl)c1/C(N)=N/OC(=O)C1CC1	0.7	-5.1	15.6	2.1	16.3	-0.4	0.9	0.1	2.0
COc1ccc(-c2nnc(SCc3nc4ccccc4c(=O)[nH]3)o2)cc1	-0.8	-0.9	7.1	26.2	-25.5	73.4	-2.9	-3.2	0.7
CN(C)S(=O)(=O)N(CC(=O)N1CCN(c2ccccc2F)CC1)c1ccccc1	1.0	-2.0	5.2	8.5	18.2	0.2	-3.0	2.3	1.1
O=C(CSc1nc2c(cnn2-c2ccc(F)cc2)c(=O)[nH]1)N1CCCCC1	1.7	1.5	7.3	25.6	20.7	-0.2	-1.6	6.8	1.6
CC(C)c1ccc(/C=C/C(=O)NCCC2=CCCCC2)cc1	1.1	1.9	2.1	-1.1	-50.1	0.7	-3.1	-6.0	-0.2
O=C(O)/C=C/c1cnc2ccccc2c1	0.3	3.3	2.7	19.5	20.1	6.1	1.7	1.3	1.6
CCOC(=O)c1c(C)[nH]c(C)c1C(=O)COc1ncnc2ccccc12	-1.6	-2.9	0.3	11.2	-16.2	2.0	-3.8	-7.8	-1.0
Cc1ccc(C(C(=O)NC2CCCCC2)N(C(=O)c2csnn2)C2CC2)o1 (stereo not given)	-3.2	-0.7	12.0	0.8	23.0	0.9	-0.9	-2.2	-1.5
Cc1cc(C(=O)O)n(C(C)(C)C)n1	1.9	-0.3	-0.8	2.5	-14.2	0.6	0.9	-0.4	1.2
COc1ccc(-c2noc(CCC(=O)N(C)c3cccc(C)c3)n2)cc1	-0.7	-1.2	15.7	1.0	25.4	-0.1	0.0	-3.8	-1.8
C/C(Nc1ccc(Cl)cc1)=C(/C#N)C(N)=O	0.3	4.8	3.5	-0.5	3.5	0.4	-1.3	-4.8	0.2
COC(=O)c1c(-c2cccc(OC)c2)csc1N	-0.8	4.6	6.7	4.3	9.1	1.6	4.8	-1.8	1.4
CC1CC(=O)NN=C1c1ccc(N(C)C)c([N+](=O)[O-])c1 (stereo not given)	-4.1	1.9	7.5	0.0	40.5	0.3	1.1	-9.7	0.6
COC(=O)c1sccc1N/N=C(\C)c1ccc(F)c(Cl)c1	0.3	-6.8	4.6	3.5	29.1	0.1	0.4	-0.7	0.5
COc1ccc(C(=O)Nc2cc(C)nn2-c2nc3ccccc3[nH]2)c(OC)c1	1.9	-1.9	7.2	28.6	70.3*	-0.1	-1.0	-18.1	-0.8
COc1ccc(NC(=O)CCNS(=O)(=O)c2ccc3c(c2)c(=O)n(C)c(=O)n3C)cc1	0.4	-7.1	8.9	1.5	-9.7	0.0	1.4	-4.3	2.7
CCOC(=O)[C@@H]1CCN(Cc2ccccc2)C[C@H]1c1ccccc1	10.3	-1.3	2.1	14.7	43.3	1.1	-1.5	4.0	-1.2
COc1ccc(/C=N\NC(=O)c2ccc(=O)[nH]n2)cc1O	-0.6	4.4	8.5	2.1	-2.3	1.6	2.9	-1.4	0.5
CCOc1ccc2nc(N3C(=O)/C(=C/c4ccccc4)NC3=S)sc2c1	-0.6	-28.9	8.6	4.3	0.9	1.9	-18.0	-4.3	0.8
Cc1c(NC(=O)c2cccs2)cccc1[N+](=O)[O-]	0.4	3.7	5.2	-1.1	-10.1	1.8	1.7	-3.5	-0.7
O=C(CSc1nnc(NC(=O)Cc2ccccc2)s1)NCc1ccco1	-0.7	2.1	5.7	4.1	12.5	-0.3	2.5	-4.2	-0.2
CCC(=O)Nc1ccc2c(c1)nc(CCN1CCN(c3ccccc3)CC1)n2C	5.2	-0.8	13.0	6.9	7.7	0.9	-0.3	3.9	1.0
CCCCNCCCOc1cccc(Cl)c1	3.4	2.5	-1.0	-3.6	-10.4	-1.0	1.3	-4.8	0.5
O=C(Cc1ccccc1F)Nc1cccc2cccnc12	1.3	3.5	0.8	0.4	3.3	-0.9	-1.1	-3.8	-0.3
O=C1CCCC(O)=C1C=Nc1cccc(C(F)(F)F)c1	-0.8	-4.3	8.9	16.2	3.7	2.4	-3.3	-7.5	0.8
O=C(Nc1ccccc1N1CCCCC1)c1ccc(F)cc1	0.3	-4.4	6.3	1.9	66.3*	0.6	-5.5	-3.4	1.2
CCOC(=O)C(Cc1c(F)cccc1Cl)c1ccno1 (stereo not given)	-0.8	-7.9	9.6	1.6	25.6	-0.6	-0.1	-1.1	0.5
Cc1nnc(SCC(=O)NC(C)c2ccccc2)[nH]c1=O (stereo not given)	1.2	-1.6	8.9	-1.5	16.5	1.8	0.5	-7.3	-0.1
CCN1CCCC1CN(Cc1cc2ccc(C)cc2[nH]c1=O)C(=S)Nc1ccccc1OC (stereo not given)	1.3	-4.0	7.9	3.9	15.1	1.2	0.6	1.0	1.0
COc1cc(OC)cc(C(=O)N[C@H](C(=O)OCC(=O)Nc2sccc2C#N)C(C)C)c1	1.2	-3.3	-0.1	35.8	-24.0	2.3	1.3	-15.7	0.4
O=C(CCCO)CCCCCCCCC[C@H]1N[C@H](CO)[C@@H](O)[C@@H]1O	0.4	3.6	12.0	-9.0	10.2	1.5	-0.6	-13.1	0.4
O=C(OCCN1C(=O)c2ccccc2C1=O)c1cccc(OC(F)F)c1	-0.1	-1.0	14.2	1.3	-18.0	0.2	-4.0	-7.2	0.6
Cc1cccc(C(=O)Nc2onc(C)c2C#N)c1	-1.9	-7.1	5.4	-0.2	35.6	0.5	-1.9	-6.0	-0.2
CC1(OC(=O)CCc2ccccc2)C(=O)C=C2C=C(c3ccc(C#N)cc3)N(C3CCCCC3)C=C2C1=O (stereo not given)	-3.2	-5.7	6.2	22.4	35.1	0.1	0.7	.	.
COc1ccc(C(=O)OCC(=O)NCCCc2ccccc2)cc1[N+](=O)[O-]	-0.8	-1.5	7.4	2.8	-27.0	1.2	1.6	-1.4	1.1
CCOC(=O)N1CCC(NC(=O)CS(=O)Cc2nc(-c3ccc(OC)c(OC)c3)oc2C)CC1 (stereo not given)	0.4	-5.8	4.5	-4.0	20.1	3.2	-0.5	-4.5	-0.3
CCOc1ccc(C(=O)OCC(=O)NC(C)C)cc1	1.4	-1.0	1.3	11.8	15.8	1.0	-0.5	-12.2	1.1
Cc1ccc(NC(=O)CN2CCN(CCN=CC3=C(O)CC(C)(C)CC3=O)CC2)cc1	-0.9	1.2	11.2	0.9	5.0	-0.3	-0.9	-3.7	0.5
Cc1ccc(CNC(=O)C(OC(=O)c2ccco2)C(C)C)cc1 (stereo not given)	2.6	0.7	3.2	-1.9	-2.9	-0.2	-1.4	1.9	0.6
CCN(CC)S(=O)(=O)c1cccc(C(=O)N/N=C/c2c(C)nn(-c3ccccc3)c2Cl)c1	-1.9	-0.8	7.2	5.5	33.3	.	-3.8	-4.1	0.6
Clc1nssc1=Nc1ccccc1	-0.6	28.0	7.3	-0.2	-92.6	1.2	38.7	0.7	1.5
CCCC(=O)OCC(=O)Nc1ccc(N=Nc2ccccc2)cc1	2.3	0.9	5.6	5.8	-35.5	1.5	-2.6	-7.3	0.5
Cc1ccc2c(CC(=O)NCC3COc4ccccc4O3)coc2c1 (stereo not given)	2.2	2.3	19.0	1.0	-40.3	4.5	-3.9	-7.9	0.6
CC(C)(C)NC(=O)C(c1ccco1)N(C(=O)c1csnn1)c1ccccc1 (stereo not given)	0.0	-2.9	5.6	0.4	-13.4	0.0	-0.1	-2.1	-0.2
Cc1nc(NNC(=O)c2ccc([N+](=O)[O-])cc2)cc(-c2ccccc2)n1	0.2	1.5	.	-1.4	-26.5	-0.2	3.0	-2.1	-0.8
Cc1cc(NC(=O)c2cnn3c(C(F)(F)F)cc(-c4ccccc4)nc23)no1	-5.7	-6.9	51.0*	-8.7	-54.9	2.3	-3.9	1.2	-0.4
CCOC(=O)c1[nH]c(C)c(C(=O)NCc2ccccn2)c1C	-0.3	4.9	13.8	-1.4	13.1	0.8	-0.5	-1.7	0.2
O=C(CCC(=O)N1CCOCC1)c1ccc(F)cc1	0.7	-0.5	5.6	7.7	18.2	0.6	-0.5	-2.4	0.2
COC(=O)c1ccc(Cn2c(C)cc(C)[n+]2C)o1	1.3	-0.4	7.7	-1.8	17.4	0.0	-26.1	2.8	-1.3
COc1ccc(-n2c(SCC(=O)N/N=C/c3ccccc3OCC(=O)O)nc3ccccc3c2=O)cc1	2.6	-6.7	9.8	28.1	-7.0	1.5	0.4	8.6	1.0
Cc1ccc(N(CN2C(=O)NC(C)(C)C2=O)CN2C(=O)NC(C)(C)C2=O)cc1	-6.3	5.0	9.9	-15.9	16.5	-0.8	-0.5	-0.8	2.1
CN(C)/C=N/C(=S)Nc1ccc(Cl)c(Cl)c1	-2.8	2.1	6.8	6.9	-51.8	0.8	2.2	-10.5	1.4
O=C(O)CCC(=O)Nc1ccccc1C(=O)NCc1ccco1	-1.5	-11.2	8.9	6.8	15.1	1.0	-2.7	-3.2	1.0
COC(=O)C1=C(C)NC(C)=C(C(=O)OC)C1c1cc2ccc(C)cc2[nH]c1=O	-5.7	3.2	2.4&15.6	2.5	-0.4&-17.4	0.0	15.3	1.1	0.9
